Sm TGR block: S. mansoni TGR enzyme inhibition | Q962Y6 | purified TGR, DTNB reduction, TNB absorbance 405 nm | Potency, µM (series often up to 114 µM), for the others: at the highest dose activity change, negative = inhibition, most hits filed as inhibitors | 360,000 compounds, 3% hits; further: potency means the concentration at half of the fitted maximal effect; nearly all actives have a fitted effect of over 60% in size
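First, TGR (20 nM dispensed) and NADPH were mixed with compound. Second, a 15 min room-temperature incubation followed. Third, further NADPH and then DTNB were added to start the reaction. Finally, TNB absorbance was monitored kinetically.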
AMA1 RON2 block: inhibitors of Plasmodium falciparum AMA1-RON2 interaction; 360,000 compounds, 0.2% hits; Potency, µM (doses to about 58.2 µM), without a hit: at the top dose activity change, negative = inhibition, usual class: inhibitors; AlphaScreen AMA1-biotinylated RON2 peptide binding;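 further: potency means the concentration at half of the fitted maximal effect; 0% = vehicle wells and -100% = peptide control; nearly all actives have a fitted effect of over 45% in size; some results filed as inactive show a strong effect at the top dose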
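AMA1 (3D7) with his tag at 25 nM final met compounds first, then biotinylated RON2 peptide at 25 nM; detection used donor plus acceptor beads, 10 µg/mL apiece, read by AlphaScreen after 30 min at room temperature.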
AmpC no deterg: inhibitors of E. coli AmpC beta-lactamase without detergent. P00811. AmpC nitrocefin hydrolysis, absorbance 480 nm, 0.0001% Triton. Potency, µM (titrated, usually from 57.1 µM), for the others: at the highest dose activity change, negative = inhibition, hits mostly inhibitors. 330,000 compounds, 0.52% hits;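 further: potency means the concentration at half of the fitted maximal effect; plate controls were no compound for no effect and no enzyme for full effect; nearly all actives have a fitted effect of over 20% in size; some results filed as inactive show a strong effect at the top dose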
Target sequence (P00811 whole entry, looked up): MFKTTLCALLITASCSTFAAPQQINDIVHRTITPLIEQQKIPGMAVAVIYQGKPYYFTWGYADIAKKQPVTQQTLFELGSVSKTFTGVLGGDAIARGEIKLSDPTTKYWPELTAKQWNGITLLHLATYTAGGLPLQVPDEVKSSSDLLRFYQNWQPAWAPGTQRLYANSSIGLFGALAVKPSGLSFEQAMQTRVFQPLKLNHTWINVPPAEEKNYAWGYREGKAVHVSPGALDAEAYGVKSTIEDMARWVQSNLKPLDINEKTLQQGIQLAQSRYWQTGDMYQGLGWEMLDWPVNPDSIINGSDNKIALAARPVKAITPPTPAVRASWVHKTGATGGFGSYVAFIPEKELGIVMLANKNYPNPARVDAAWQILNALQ
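AmpC (5.3 nM in the dispensed reagent) in 20 mM phosphate pH 7.0 with 0.01% (detergent screen) or 0.0001% Triton X-100 was preincubated with compounds for 15 min at room temperature. Nitrocefin was then added from an 800 uM solution, and hydrolysis was followed at 480 nm.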
AmpC inh detg: blocks E. coli AmpC beta-lactamase in detergent assay; P00811; AmpC hydrolysis of nitrocefin, absorbance 480 nm, 0.01% Triton; Potency, µM (doses to about 114 µM), inactives show top-dose activity change, negative = inhibition, hits mostly inhibitors; 370,000 compounds, 0.041% hits; AID 485294;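 further: potency means the concentration at half of the fitted maximal effect; 0% = no-compound wells and -100% = no-enzyme wells; nearly all actives have a fitted effect of over 25% in size; some results filed as inactive show a strong effect at the top dose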
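AmpC (5.3 nM in the dispensed reagent) in 20 mM phosphate pH 7.0 with 0.01% (detergent screen) or 0.0001% Triton X-100 was preincubated with compounds for 15 min at room temperature. Nitrocefin was then added from an 800 uM solution, and hydrolysis was followed at 480 nm.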
Giardia FBPA inh: blocks Giardia fructose-bisphosphate aldolase activity. Potency, µM (series often up to 59.6 µM), for the others: top-dose activity, negative = inhibition, usual class: inhibitors. A8B2U2. AID 2451. 290,000 compounds, 0.71% hits. purified Giardia FBPA; further: potency means the concentration at half of the fitted maximal effect; nearly all actives have a fitted effect of over 55% in size
Target sequence (A8B2U2 whole entry, looked up): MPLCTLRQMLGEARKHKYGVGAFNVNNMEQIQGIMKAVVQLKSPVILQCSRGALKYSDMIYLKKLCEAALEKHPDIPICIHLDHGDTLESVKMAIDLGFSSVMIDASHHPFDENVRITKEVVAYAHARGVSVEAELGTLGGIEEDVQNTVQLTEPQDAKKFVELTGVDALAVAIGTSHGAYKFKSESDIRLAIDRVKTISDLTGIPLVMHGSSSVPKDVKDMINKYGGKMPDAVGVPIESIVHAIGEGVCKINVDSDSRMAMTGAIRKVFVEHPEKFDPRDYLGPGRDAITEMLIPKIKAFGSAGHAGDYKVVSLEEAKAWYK
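40 nM FBPA preincubated 10 min at RT with compound (up to 57.5 uM final), then substrate plus GAPDH/TPI/NAD/arsenate coupling and diaphorase/resazurin added. Fluorescence read after 20 min at RT, 525/598 nm.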
HCMV inh: human cytomegalovirus inhibition. activity change, negative = inhibition, % at 57.5 µM. HFF cells, HCMV-luciferase reporter, 72 h; stronger effect = lower value. 410,000 compounds, 4.5% hits. AID 1259415; in the data active means activity change below about -60%; inconclusive means no clear call, values can overlap the other calls; inactive means above about -39%
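Two-dose cell screen: HFF monolayers treated with compounds and infected with luciferase-expressing HCMV at 1 PFU/cell, 72 h at 37C, then lysed for luciferase measurement.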
The depositor's hits bear a star; ? = inconclusive; . = not tested or not shown; [ ] = another dose, or the depositor's remark. Unless noted, the call rests on the fitted dose curve; in most records, active means well fitted curve in the direction sought with a large enough effect; inconclusive means small, poorly fitted or top-dose-only effect, or another doubt; inactive means no such curve, though single readings can be large; an effect the other way counts as inactive or inconclusive. Unless noted, on the % scale 0 is the no-effect control and ±100 the full control effect.

1) O=C(NNC(=O)c1cnccn1)c1ccc(Cl)cc1
2) CCOC(=O)C1(Cc2cccc(OC)c2)CCN(Cc2ccc(OC)c(OC)c2)CC1
3) COc1ccc(O)c(C=Nc2cc(NC(C)=O)c(Cl)cc2Cl)c1
4) Cc1cc(NN)nc(NS(=O)(=O)c2ccccc2)n1
5) Cc1cccc(OCC(=O)N/N=C/c2cccn2C)c1
6) COC(=O)C1=C(C)Nc2ncnn2C1c1ccc(C)o1 (stereo unspecified)
7) COc1ccc(C(=O)/C(=C\c2ccco2)N2C=CC=CC2=C(C#N)C#N)cc1
8) CCOc1ccc(C(=O)Nc2ccc(Cl)cn2)cc1Cl
Compound	1	2	3	4	5	6	7	8
Sm TGR block	10%	.	-27%	71%[activator]	5%	-3%	?	-12%
AMA1 RON2 block	75%[activator]	12%	8%	117%[activator]	-1%	-3%	-5%	5%
AmpC no deterg	0%	88%[activator]	-22%	-29%	-13%	-15%	-37%	-28%
AmpC inh detg	4%	-8%	-14%	12%	3%	0%	0%	-7%
Giardia FBPA inh	13µM*	1%	-11%	-15%	1%	5%	-1%	-6%
HCMV inh	-6	-27	-102*	1	-16	5	.	43

9) CCNC(=O)NC(=O)C(C)OC(=O)CNS(=O)(=O)c1c(Cl)cc(Br)cc1Cl (stereo unspecified)
10) Cc1ccccc1C(=O)NC1CCN(CC(=O)NCc2ccccc2)CC1
11) CCc1cc(=O)oc2cc(OCC(=O)NCCCn3ccnc3)c(Cl)cc12
12) COc1ccc(CCNC(=O)C2CCCN2C(=O)Nc2ccc(C)cc2)cc1OC (stereo unspecified)
13) CN(C)/C=C1\C(=O)Nc2ccccc21
14) O=C(Cn1c(-c2ccccc2)c[n+]2ccsc12)c1ccc(Br)cc1
15) Cc1onc(-c2c(F)cccc2Cl)c1C(=O)NCc1ccccn1
16) CC(=O)c1cccc(NC(=O)CCCN2C(=O)COc3ccc(C)cc32)c1
Compound	9	10	11	12	13	14	15	16
Sm TGR block	0%	2%	0%	10%	1%	-3%	8%	?
AMA1 RON2 block	-3%	-6%	7%	15%	15%	-6%	1%	.
AmpC no deterg	-4%	1%	-21%	3%	-12%	-9%[11.4 µM]	-1%	.
AmpC inh detg	-6%	?	?	?	-5%	-8%	-5%	-7%
Giardia FBPA inh	0%	-3%	-15%	-12%	2%	4%	0%	.
HCMV inh	-12	2	-37	19	-3	-74*	-13	47

17) CCn1c(SCC(=O)NCc2ccco2)nnc1C(C)C
18) Cc1ccc(C)c(S(=O)(=O)NCc2ccc(C(=O)N3CC(C)OC(C)C3)cc2)c1 (stereo unspecified)
19) COc1cccc(Cn2c(-c3nonc3NC(C)=O)nc3ccccc32)c1
20) CS(=O)(=O)N1CCN(c2ccccc2NC(=O)c2ccc(Br)o2)CC1
21) COc1ccc(/C=N/c2nc3ccccc3n2CCN2CCCCC2)cc1OC
22) O=C(Cc1ccccc1)NCC(=O)OCC(=O)c1cccs1
23) Cc1cc(C(=O)NCC(=O)OC(C)C(=O)N2CCOCC2)ccc1[N+](=O)[O-] (stereo unspecified)
24) COc1cc(SC)ccc1C(=O)NCCN1CCOCC1
Compound	17	18	19	20	21	22	23	24
Sm TGR block	0%	-8%	6%	-17%	-6%	1%	-1%	2%
AMA1 RON2 block	0%	0%	.	21%	?	-2%	8%	-2%
AmpC no deterg	5%	39%	.	3%	-31%	-12%	-5%	-7%
AmpC inh detg	3%	-1%	12%	2%	?	-7%	?	-6%
Giardia FBPA inh	-8%	0%	.	20%	-4%	3%	.	5%
HCMV inh	-20	-9	56	60	-64*	-16	?	3

25) Cc1cc(O)c(C(=O)Nc2cccc(Cl)c2)c(=O)n1C
26) O=C(O)CSC12CC3CC(C1)CC(C(=O)O)(C3)C2
27) CCN1C(=O)CC(Sc2ccccc2C(=O)O)C1=O (stereo unspecified)
28) CCOC(=O)Cc1csc(NC(=O)c2c(O)c3ccccc3n(CCC(C)C)c2=O)n1
29) C=CCn1c(COc2ccccc2)nnc1SCC(=O)N/N=C/c1ccc(C)cc1
30) Cc1ccc(Sc2cnc3ccccc3n2)cc1
31) CC(=O)c1cccc(NC(=O)c2cc(Cl)sc2Cl)c1
32) C=CCn1c(SCC(=O)Nc2ccc(N3CCOCC3)cc2)nnc1-c1ccco1
Compound	25	26	27	28	29	30	31	32
Sm TGR block	1%	14%[11.4 µM]	?	-5%	0%	0%	0%	5%
AMA1 RON2 block	10%	-5%	6%	38%[activator]	4%	68%[activator]	-1%[2.32 µM]	-6%
AmpC no deterg	-28%	-9%	-16%	-7%	32%	-24%	-12%	6%
AmpC inh detg	1%	-11%	2%	4%	2%	-5%	-12%	3%
Giardia FBPA inh	.	-6%	2%	5%	2%	1%	0%	-11%
HCMV inh	-14	-1	-17	-2	-10	-11	33	5

33) CCOC(=O)C1(Cc2ccccc2C(F)(F)F)CCN(C(C)CCn2cccn2)CC1 (stereo unspecified)
34) COc1ccc(NS(=O)(=O)c2cccc(C(=O)NCc3ccccc3CN3CCCC3)c2)cc1
35) O=C(NNC(=O)C1CCCO1)c1ccc(Br)cc1 (stereo unspecified)
36) O=C1C=CC(=O)N1c1ccc(I)cc1Cl
37) Cc1ccc(NC2CCCN(C(=O)c3cc4ncccn4n3)C2)cc1C (stereo unspecified)
38) CCCCNC(=O)CCCn1c(=O)c2ccccc2n(CC(=O)NCCC2=CCCCC2)c1=O
39) COc1cccc(C(CNC(=O)c2ccc(Cl)c(S(=O)(=O)N3CCCC3)c2)N(C)C)c1 (stereo unspecified)
40) CCCCOc1ccc(Cc2n[nH]c(=S)n2N)cc1
Compound	33	34	35	36	37	38	39	40
Sm TGR block	?	-2%	-2%	0%	-11%	-11%	.	3%
AMA1 RON2 block	5%	1%	10%	.	-12%	-5%	21%	53%[activator]
AmpC no deterg	-31%	23%	-11%	-35%	13%	-10%	36%	-29%
AmpC inh detg	-4%	0%	4%	-14%	-12%	-5%	.	7%
Giardia FBPA inh	-8%	.	0%	16%	.	8%	.	-19%
HCMV inh	-24	0	-29	.	8	-8	?	-10

A draw from above in order of length of the SMILES, descending.
39) COc1cccc(C(CNC(=O)c2ccc(Cl)c(S(=O)(=O)N3CCCC3)c2)N(C)C)c1 (stereo unspecified)
33) CCOC(=O)C1(Cc2ccccc2C(F)(F)F)CCN(C(C)CCn2cccn2)CC1 (stereo unspecified)
37) Cc1ccc(NC2CCCN(C(=O)c3cc4ncccn4n3)C2)cc1C (stereo unspecified)
40) CCCCOc1ccc(Cc2n[nH]c(=S)n2N)cc1
36) O=C1C=CC(=O)N1c1ccc(I)cc1Cl
Compound	39	33	37	40	36
Sm TGR block	.	?	-11%	3%	0%
AMA1 RON2 block	21%	5%	-12%	53%[activator]	.
AmpC no deterg	36%	-31%	13%	-29%	-35%
AmpC inh detg	.	-4%	-12%	7%	-14%
Giardia FBPA inh	.	-8%	.	-19%	16%
HCMV inh	?	-24	8	-10	.

More structures.
41) CCCCN(C(=O)c1cc2c(s1)CCCCC2)c1c(N)n(CC(C)C)c(=O)[nH]c1=O
42) CN(C)CCN1C(=O)C2C(C(=O)Nc3cc(Cl)cc(Cl)c3)C3C=CC2(O3)C1C(=O)NC1CCCCC1 (stereo unspecified)
43) CCN(CC)S(=O)(=O)c1ccc(C(=O)NCCCn2ccnc2)cc1
44) O=C(CCNC(=O)N1CC(=O)Nc2ccccc21)Nc1cccc(Cl)c1
45) Cc1ccc(S(=O)(=O)N(C)c2cc(S(=O)(=O)N3CCC(C)CC3)c(C)cc2C)cc1
46) Cc1ccc(C(=O)N(NC2=NS(=O)(=O)c3ccccc32)S(=O)(=O)c2ccc(C)cc2)cc1
47) CCOC(=O)c1c(NC(=O)CN2C(=O)NC3(CCCCC3)C2=O)sc(C)c1-c1ccc(C)cc1
48) Cc1cc2oc(C(=O)Nc3sc4c(c3C(=O)NCc3ccco3)CCC4)cc(=O)c2cc1C
Compound	41	42	43	44	45	46	47	48
Sm TGR block	2%	-29%	-7%	-4%	9%	3%	0%	-15%
AMA1 RON2 block	3%	10%	-11%	-2%	-6%	21%	-2%	.
AmpC no deterg	-39%	34%	-15%	8%	-8%	-32%	-27%	.
AmpC inh detg	0%	-4%	-11%	5%	-11%	-3%	-9%	0%
Giardia FBPA inh	.	-2%	1%	.	.	-7%	1%	.
HCMV inh	-29	?	-29	48	?	6	-17	0

49) COC(=O)c1[nH]c(=O)c2ccccc2c1O
50) Cc1ccc(C(=O)NCCNS(=O)(=O)c2ccccc2)cn1
51) CCC(C)Sc1ccc(-c2nc3ccc(C)cn3c2NCc2ccccc2)cc1OC (stereo unspecified)
52) CN(C)c1ccnc(Oc2ccccc2)c1C#N
53) CCOC(=O)c1c(-c2ccccc2)oc2ccc(OCC(=O)NNC(=O)CCCC(=O)O)cc12
54) Cc1ccc(Nc2nc(NCC3CCCO3)nc(N)c2[N+](=O)[O-])cc1C (stereo unspecified)
55) O=C(N/C(=C/c1ccc(Cl)cc1)C(=O)N1CCCCC1)c1ccco1
56) Cn1cnnc1SCC(=O)Nc1ccc2nc(SCc3ccccc3)sc2c1
Compound	49	50	51	52	53	54	55	56
Sm TGR block	2%	4%	2%	20%	4%	-7%	4%	4%
AMA1 RON2 block	-1%	-16%	5%	19%	74%[activator]	-2%	-4%	-4%
AmpC no deterg	-31%	-5%	33%	-4%	9%	-22%	72%[activator]	2%
AmpC inh detg	1%	-11%	0%	14%	2%	-12%	3%	0%
Giardia FBPA inh	?	3%	.	2%	-10%	3%	8%	2%
HCMV inh	.	-20	.	-35	-36	-9	?	-9

57) CC(=O)Nc1ccc(S(=O)(=O)N(C)CC(=O)OCC(=O)Nc2cccnc2Cl)cc1
58) CCNC(=O)NC(=O)C(C)N1C(=O)NC(c2ccccc2)(c2ccccc2)C1=O (stereo unspecified)
59) Cc1ccccc1NC(=O)CN1C(=O)S/C(=C\c2cccn2-c2cccc(C(=O)O)c2)C1=O
60) NC(=O)c1ccc(N=Nc2c(O)c3ccccc3[nH]c2=O)cc1
61) O=C(O)c1c(C(=O)O)c(-c2ccc(Cl)c(Cl)c2)n2c1CSC2
62) COc1cc(NC(=O)CCCNC(=O)Cn2cnc3sc4c(c3c2=O)CCCC4)cc(OC)c1OC
63) CCC1(c2ccc(F)cc2)NC(=O)N(CC(=O)Nc2cccnc2Cl)C1=O (stereo unspecified)
Compound	57	58	59	60	61	62	63
Sm TGR block	6%	1%	7%	-2%	-31%	-2%	2%
AMA1 RON2 block	-4%	-2%	-4%	.	-17%	11%	8%
AmpC no deterg	-9%	17%	-12%	-10%	-36%	8%	-19%
AmpC inh detg	?	0%	2%	?	6%	-3%	6%
Giardia FBPA inh	8%	-2%	-12%	-10%	-1%	13%	.
HCMV inh	-12	-25	-33	.	-37	-14	-21

Assay outcomes deposited in PubChem BioAssay by National Center for Advancing Translational Sciences (NCATS).
